High-throughput results: PubChem, National Center for Advancing Translational Sciences (NCATS)
TGFb SMAD3 inh = inhibitors of TGF-b signaling. hit rate 1.2% among 410,000. Potency, µM (top dose mostly 46.1 µM), inactives show at the top dose activity, negative = inhibition, hits mostly inhibitors. HepG2 CAGA-GFP TGF-b/SMAD3 reporter, GFP fluorescence, 18 h; TGF-beta stimulated, 500 pg/mL final; also: potency is read from the fitted curve at half-maximal effect; % is scaled to controls: 0 for no effect and ±100 for the full control effect; nearly all actives have a fitted effect of over 65% in size
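TGF-beta reporter screen: HEPG2 CAGA-GFP, 1% FBS, 500 pg/mL TGF-beta final, 18 h; per-cell GFP summed per well; curves fitted and categorized by class.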
MmCpn inh = M. maripaludis TRiC chaperonin inhibition; purified Mm-Cpn ATPase, ADP Transcreener TR-FRET; hit rate 0.031% among 330,000; Potency, µM (series often up to 76.9 µM), inactives show at the top dose activity, negative = inhibition, hits mostly inhibitors; also: potency is read from the fitted curve at half-maximal effect; % is scaled to controls: 0 for no effect and ±100 for the full control effect; nearly all actives have a fitted effect of over 80% in size
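ATPase read-out: TR-FRET ADP immunoassay (anti-ADP Eu cryptate vs ADP-d2), ex 320 nm, em 590/665 nm; signal drops as ADP forms. Enzyme 25 nM, ATP 10 uM, 30 min at 37°C after 10 min compound preincubation.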
CCT chaperon mod = modulators of cytosolic chaperonin (CCT/TRiC) activity; purified chaperonin ATPase assay, HTRF ADP detection, 30 min; activity change, % (no concentration beside the values), hits read low; hit rate 0.3% among 360,000; in the data active = activity change below about -30%; also: % is scaled to controls: 0 for no effect and ±100 for the full control effect
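We incubate TRiC, 40 or 20 nM final, with library compounds at 76 uM and 10 uM ATP for 30 min at 37 °C. ADP formed is detected with Transcreener HTRF reagents after 30 min at room temperature.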
A549 viability = kills or reduces viability of A549 cells in Nrf2 counter-screen | A549 ARE-Fluc cells, CellTiter-Fluor viability, 18-24 h | Potency, µM (doses to about 46 µM), for inactives: at the highest dose activity change, negative = cytotoxicity, hits mostly inhibitors | hit rate 0.16% among 390,000 | AID 504648; also: potency is read from the fitted curve at half-maximal effect; % is scaled to controls: 0 for no effect and ±100 for the full control effect
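A549 ARE_Fluc cells in 5% FBS OPTI-MEM were exposed to compounds in concentration-response for 18-24 h at 37 deg C. Viability was read by CellTiter-Fluor fluorescence (Ex 405/Em 525) after 30 min, before the luciferase read.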
Akt phos inh = Akt phosphorylation inhibition | Neuro2A IGF-stimulated pAkt S473 HTRF, 20 min; active compounds read low | activity change, % for hits at 50 µM | hit rate 0.32% among 360,000; in the data active = activity change below about -80%; inconclusive = mostly about -51% to -80%; also: % is scaled to controls: 0 for no effect and ±100 for the full control effect
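Neuro2A cells (4,500/well, DMEM with 0.5% FBS) were treated with compound at a single 50 µM final concentration, stimulated with 6 nM IGF for 20 min at 37 °C, and lysed. Phospho-Akt Ser473 was read by HTRF as 665/615 ratio ×10^4.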
Nrf2 activator = Nrf2 pathway activation; AREc32 ARE-luciferase reporter (MCF7-derived line), luminescence, 24 h; Potency, µM (titrated, usually from 46.1 µM), inactives show at the top dose activation, hits mostly activators; hit rate 0.31% among 410,000; AID 624171; also: potency is read from the fitted curve at half-maximal effect; % of control where 0% means no effect; nearly all actives have a fitted effect of over 65% in size
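AREc32_Fluc, 1000 cells/well, OPTI-MEM + 5% FBS, o/n 37 deg C 5% CO2; 23 nL cpd by pin tool, 24 hr; Steady-Glo 30 min RT, luminescence.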
EPAC2 ag = EPAC2 (human) agonism; Q8WZA2; AID 720711; Potency, µM (series often up to 154 µM), for the others: at the highest dose activation, actives largely listed as activators; hit rate 0.079% among 360,000; EPAC2 activation, biochemical qHTS; response scale: 100% = 6.5 mM cAMP response; also: potency is read from the fitted curve at half-maximal effect; nearly all actives have a fitted effect of over 50% in size
Target sequence (Q8WZA2 whole entry, looked up): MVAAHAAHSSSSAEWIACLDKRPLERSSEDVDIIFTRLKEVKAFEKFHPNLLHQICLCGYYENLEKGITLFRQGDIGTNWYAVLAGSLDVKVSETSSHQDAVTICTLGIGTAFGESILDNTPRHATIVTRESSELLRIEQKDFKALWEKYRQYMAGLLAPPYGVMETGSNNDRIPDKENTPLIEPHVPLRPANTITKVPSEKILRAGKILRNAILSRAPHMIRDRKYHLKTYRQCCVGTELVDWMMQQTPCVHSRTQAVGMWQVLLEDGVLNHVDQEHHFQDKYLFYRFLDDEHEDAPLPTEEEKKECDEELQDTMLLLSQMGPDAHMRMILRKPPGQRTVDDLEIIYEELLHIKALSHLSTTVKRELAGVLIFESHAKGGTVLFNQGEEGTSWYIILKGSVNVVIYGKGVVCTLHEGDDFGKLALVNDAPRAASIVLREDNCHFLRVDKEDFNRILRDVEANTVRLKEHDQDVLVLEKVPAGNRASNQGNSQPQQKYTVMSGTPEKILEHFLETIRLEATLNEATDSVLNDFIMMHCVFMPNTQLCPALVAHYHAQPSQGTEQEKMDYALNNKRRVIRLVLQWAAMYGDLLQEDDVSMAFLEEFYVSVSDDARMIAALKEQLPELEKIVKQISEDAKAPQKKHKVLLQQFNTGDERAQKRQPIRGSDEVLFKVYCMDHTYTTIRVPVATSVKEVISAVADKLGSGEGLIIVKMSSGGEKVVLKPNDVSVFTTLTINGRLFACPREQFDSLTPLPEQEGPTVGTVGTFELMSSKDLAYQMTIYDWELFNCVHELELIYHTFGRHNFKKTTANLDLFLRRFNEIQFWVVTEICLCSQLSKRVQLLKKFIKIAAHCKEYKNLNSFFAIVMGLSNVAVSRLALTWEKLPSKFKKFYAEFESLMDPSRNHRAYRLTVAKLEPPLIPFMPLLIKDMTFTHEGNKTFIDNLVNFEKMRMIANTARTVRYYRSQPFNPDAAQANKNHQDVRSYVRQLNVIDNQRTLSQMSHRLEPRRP
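Readout is BODIPY fluorescence (480 nm excitation, 540 nm emission), which falls as labeled GDP is exchanged off Rap1B. EPAC2 at 100 nM acted on 250 nM RAP1B-BODIPY-GDP with 50 uM GDP present.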
EPAC2 antagonist = antagonists of human EPAC2; EPAC2 GEF exchange of Rap1B-BODIPY-GDP, fluorescence; AID 720708; Q8WZA2; Potency, µM (top dose mostly 114 µM), without a hit: top-dose activity, negative = inhibition, actives largely listed as inhibitors; hit rate 0.18% among 360,000; also: potency is read from the fitted curve at half-maximal effect; % is scaled to controls: 0 for no effect and ±100 for the full control effect; nearly all actives have a fitted effect of over 45% in size; many of its hits are not listed in these tables
Nrf2 inh = blocks Nrf2 signaling. A549 ARE-Fluc reporter, luciferase luminescence, 18-24 h. Potency, µM (doses to about 46 µM), for the others: at the top dose activity change, negative = inhibition, actives largely listed as inhibitors. hit rate 2.1% among 360,000; also: potency is read from the fitted curve at half-maximal effect; % is scaled to controls: 0 for no effect and ±100 for the full control effect; nearly all actives have a fitted effect of over 60% in size
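Reporter: ARE-Fluc in A549. Exposure: 18-24 h, 37 °C, 5% CO2, 5% FBS OPTI-MEM. Readouts: fluorescent cytotoxicity (CellTiter-Fluor), then luminescent Nrf2 signal after BugLite.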
* = called active by the depositor; i = inactive; ? = inconclusive; . = not tested or not shown; [ ] = dose if it differs, or a comment. Unless noted, calls follow the shape of the dose curve; as a rule, active = well fitted curve in the direction sought with a large enough effect; inconclusive = small, poorly fitted or top-dose-only effect, or another doubt; inactive = no such curve, though single readings can be large; an effect the other way counts as inactive or inconclusive. Only part of the results is shown; count on the stated rates, not on these rows.

SMILES	TGFb SMAD3 inh	MmCpn inh	CCT chaperon mod	A549 viability	Akt phos inh	Nrf2 activator	EPAC2 ag	EPAC2 antagonist	Nrf2 inh
Cc1ccc(N=C2NC(=O)C(CC(=O)O)S2)cc1 (stereo not given)	29%	-3%	1.2	5%	i	-1.0%	8%	-3%	7%
CC(C)c1ccc(C(=O)OC2CCOC2=O)cc1 (stereo not given)	3%	-1%	1.3	-10%	i	0.1%	-5%	-1%	-5%
CN(C)C(=O)c1ccc(NC(=O)COC(=O)Cn2cc(C(F)(F)F)ccc2=O)cc1	-11%	0%	-1.3	-6%	i	-0.1%	7%	1%	8%
COc1ccccc1-n1cnnc1SC(C)C(=O)NCC1CCCO1 (stereo not given)	-4%	-1%	0.9	0%	i	0.2%	1%	-20%	3%
CCOC(=O)c1cc2c(=O)n3ccccc3nc2n(CC2CCCO2)c1=NC(=O)c1ccccc1Br (stereo not given)	-24%	.	.	-2%	.	3.9%	.	.	-7%[9.27 µM]
c1ccc(Nc2ncnc3c2oc2ccccc23)cc1	-14%	.	3.3	-1%	i	10%	-9%	5%	?
O=C(CNC(=O)c1cccs1)N/N=C/c1ccc(Cl)cc1	-1%	4%	0.5	-5%	i	3.6%	-5%	7%	1%
Cc1cccc(NC(=O)[C@H](NC(=O)[C@@H]2Cc3ccccc3CN2)c2ccccc2)c1	-22%	-1%	0.0	0%	i	8.2%	5%	5%	-17%
COc1ccccc1C(=O)COC(=O)/C=C/c1ccccc1	4%	-1%	-1.9	-1%	i	?	0%	-5%	12%
COc1ccccc1OCC(=O)Nc1cc(Cl)ccc1Oc1ccccc1	8%	-1%	-0.3	-4%	i	0.4%	16%	0%	4%
COC[C@@H]1CCCN1[C@H]1CS(=O)(=O)N[C@@H]1COCc1ccccc1	-32%	.	-0.4	.	i	-0.2%	6%	12%	.
Cc1cccc(N2CC(C(=O)OCc3ccc([N+](=O)[O-])cc3)CC2=O)c1 (stereo not given)	0%	1%	0.0	0%	i	0.0%	12%	-10%	5%
Cc1ccc(C)c(OCC(=O)Nc2ccc(S(=O)(=O)Nc3ccccn3)cc2)c1	-21%	-3%	1.5	10%	i	0.1%	6%	6%	2%
O=C(NCC(c1ccc(Cl)cc1)N1CCCCC1)c1ccccc1 (stereo not given)	-15%	.	.	-1%	.	0.2%	.	.	16%
CCOC(=O)c1ccc(NC(=O)N2CCN(CCc3ccccc3)CC2)cc1	31%[activator]	1%	-4.8	15%	i	4.0%	10%	-25%	.
CN1OC[C@@H]2CN(S(=O)(=O)c3ccccc3)[C@H](c3ccc(N4CCCCC4)cc3)C[C@@H]21	-13%	.	1.4	.	i	2.1%	-1%	-12%	.
O=C(NCc1ccc(F)cc1)N1CCN(C(=O)c2ccccc2)CC1	2%	-2%	1.6	-2%	i	0.4%	3%	0%	-14%
CCOC(=O)C1CCCN(CC(=O)/C=C2/N(C)c3ccccc3C2(C)C)C1 (stereo not given)	9%	-9%	-15	-7%	i	0.2%	-5%	8%	-13%
CC(C)OC(=O)C1Cc2ccccc2CN1S(=O)(=O)c1cccs1 (stereo not given)	-10%	-1%	-1.1	-7%	i	2.5%	6%	-24%	?
O=C(CCCO)NNc1c2ccccc2nc2ccccc12	-24%	-5%	-0.6	-14%	i	0.2%	6%	0%	-1%
CCn1c(=O)cc(SCC(=O)N2CCN(C3CCCCC3)CC2)c2ccccc21	0%	0%	0.0	1%	i	?	4%	18%	-21%
COc1ccc(Br)cc1C1CC(=O)C(C)C(c2cc(Br)ccc2OC)N1 (stereo not given)	-4%	-2%	-4.5	2%	i	0.0%	18%	2%	4%
CCC(=O)N(Cc1c(C)nn(-c2ccccc2)c1Cl)c1ccc(Cl)cc1	3%	1%	0.6	10%	i	2.3%	10%	-9%	3%
O=C(CCc1nnc2ccc(NCc3ccco3)nn12)N1CCCCC1	1%	-1%	-0.8	0%	i	4.1%	3%	0%	-12%
CNC(=S)N(CCc1c(C)[nH]c2ccc(C)cc12)Cc1ccco1	-20%	-3%	-1.8	-3%	i	7.6%	13%	-18%	-12%

Structural class, the entries above with bromine
SMILES	TGFb SMAD3 inh	MmCpn inh	CCT chaperon mod	A549 viability	Akt phos inh	Nrf2 activator	EPAC2 ag	EPAC2 antagonist	Nrf2 inh
CCOC(=O)c1cc2c(=O)n3ccccc3nc2n(CC2CCCO2)c1=NC(=O)c1ccccc1Br (stereo not given)	-24%	.	.	-2%	.	3.9%	.	.	-7%[9.27 µM]
COc1ccc(Br)cc1C1CC(=O)C(C)C(c2cc(Br)ccc2OC)N1 (stereo not given)	-4%	-2%	-4.5	2%	i	0.0%	18%	2%	4%

Following part.
SMILES	TGFb SMAD3 inh	MmCpn inh	CCT chaperon mod	A549 viability	Akt phos inh	Nrf2 activator	EPAC2 ag	EPAC2 antagonist	Nrf2 inh
CCOc1ccc(-c2c(C(=O)N/N=C/c3ccc(OC(C)C)cc3)nnn2-c2nonc2N)cc1	6%	0%	-2.7	13%	i	-0.9%	-8%	-9%	-18%
CCc1cc(=O)oc2c3c(cc(OCC(=O)NC4CC4)c12)OC(C)(C)CC3	22%	-1%	-0.7	7%	i	4.9%	2%	-21%	-12%
O=S(=O)(c1ccc(Br)cc1)N1CCN(c2cc(-c3ccccc3)nc3ncnn23)CC1	-29%	-6%	-0.8	?	.	0.0%	14%	-4%	.
N#Cc1ccc(-c2cccnc2)nc1SCC(=O)c1ccccc1	67%[activator]	-6%	0.9	3%	i	-0.1%	-7%	-9%	16%
O=C(CSc1nnnn1-c1ccc2c(c1)CCC2)Nc1ccc2c(c1)OCCO2	?	1%	-0.3	-16%	.	0.0%	23%	-10%	-30%
N/C(=N\c1nc2c(c(=O)[nH]1)CCC2)Nc1cccc2ccccc12	7%	3%	-2.2	-1%	.	3.6%	-5%	5%	.
NC(=O)CSCc1ccc(Br)cc1	11%	11%	-4.2	-2%[1.84 µM]	i	0.2%	5%	-5%	5%
COc1ccc(-c2cc(C(=O)NCc3ccc(F)cc3)[nH]n2)c(C)c1	-5%	.	-0.2	.	i	0.6%	15%	7%	.
Cc1cc(S(=O)(=O)Nc2ccc(C(=O)NCC3(N4CCCCC4)CCCCC3)cc2)ccc1F	-10%	-2%	1.2	-8%	i	-0.6%	13%	-3%	-1%
Cc1sc2c(c1C)C(O)=C(C(=O)Nc1ccccc1)S(=O)(=O)N2C	1%	1%	-1.0	5%	i	5.6%	2%	-26%	3%
C[C@@H]1COc2cccc(N3CCN(Cc4ccccc4F)CC3)c2S(=O)(=O)N1	.	.	-1.1	.	i	-0.4%	3%	-5%	.
COc1ccc(S(=O)(=O)NNC(=O)c2ccccc2-n2cccc2)cc1	11%	0%	-0.6	8%	i	0.1%	9%	4%	4%
CCN(CC)CCN(C(=O)c1cc(Cl)sc1Cl)c1nc2cc3c(cc2s1)OCO3	?	0%	-0.6	-1%	i	19%	4%	-9%	24%
Cc1cc(C(=O)Nc2ccccc2N2CCOCC2)ccc1[N+](=O)[O-]	0%	3%	-4.2	1%	i	-0.3%	7%	3%	-12%
COc1ccc(-c2oc3ncn4nc(COc5c(C)cccc5C)nc4c3c2-c2ccc(OC)cc2)cc1	6%	.	.	-6%	.	-0.6%	.	.	2%

5 compounds from above, showing only Nrf2 activator:
SMILES | Nrf2 activator
NC(=O)CSCc1ccc(Br)cc1 | 0.2%
COc1ccc(-c2cc(C(=O)NCc3ccc(F)cc3)[nH]n2)c(C)c1 | 0.6%
Cc1cc(S(=O)(=O)Nc2ccc(C(=O)NCC3(N4CCCCC4)CCCCC3)cc2)ccc1F | -0.6%
Cc1sc2c(c1C)C(O)=C(C(=O)Nc1ccccc1)S(=O)(=O)N2C | 5.6%
C[C@@H]1COc2cccc(N3CCN(Cc4ccccc4F)CC3)c2S(=O)(=O)N1 | -0.4%
